From PubChem
GRK2 inh: blocks RNA aptamer binding to human GRK2 | P25098 | bead flow cytometry, FAM-aptamer displacement from GRK2 | inhibition of aptamer binding, % at 10 µM | 330,000 tested, 0.59% active;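 active = inhibition of aptamer binding above 40%, roughly 3 SD of noise, on plates passing a quality check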;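 also: median bead fluorescence of bound FAM aptamer so fluorescent compounds give negative values; no value below 0 was filed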
MCL1 BIM primary: disrupts human MCL1 binding to BIM-BH3 peptide; Q07820; GST-MCL1 / FITC-Bim-BH3 fluorescence polarization; inhibition, % at 10.9 µM; 320,000 tested, 0.68% active; AID 2057;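 active = inhibition above the mean inhibition of all tested compounds plus 3 SD, set per campaign, cut at about 40% in these data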;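 also: 0% = DMSO wells and 100% = unlabeled Bim-BH3 peptide control; higher means more loss of mP so more displacement of Bim peptide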
Target sequence (Q07820 whole entry, looked up): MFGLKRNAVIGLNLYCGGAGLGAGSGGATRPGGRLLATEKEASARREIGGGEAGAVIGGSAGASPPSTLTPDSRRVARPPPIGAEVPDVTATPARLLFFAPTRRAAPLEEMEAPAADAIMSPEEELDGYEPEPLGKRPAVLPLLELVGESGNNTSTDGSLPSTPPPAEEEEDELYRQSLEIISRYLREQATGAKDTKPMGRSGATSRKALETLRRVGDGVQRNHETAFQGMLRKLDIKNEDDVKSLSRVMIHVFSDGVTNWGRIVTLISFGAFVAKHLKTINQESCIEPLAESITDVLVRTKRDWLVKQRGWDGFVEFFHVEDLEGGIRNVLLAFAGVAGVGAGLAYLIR
MEX-5 binding: C. elegans MEX-5 TCR-2 RNA binding activity; Q9XUB2; MEX-5/FITC-TCR2 RNA binding, fluorescence polarization; active compounds read low; activity score (negative = inhibition of binding), % at 10 µM; 300,000 tested, 0.38% active; AID 1832;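 active = inhibition past about -25% in most replicates, and total fluorescence under double the plate's negative control median, limit read from the data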;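 also: 0% = DMSO and -100% = 5 µM competing unlabeled TCR2 RNA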
PME-1 primary: PME-1 (human) inhibition | Q9Y570 | recombinant PME-1, FP-Rh probe fluorescence polarization | inhibition, % at 5.9 µM | 320,000 tested, 0.53% active | AID 2130;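 active = inhibition above the campaign mean of all compounds plus 3 SD, cut at about 26% in these data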;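 also: competitive labeling of PME-1 active site by serine hydrolase directed probe; 0% = PME-1 with DMSO and 100% = wells lacking PME-1 enzyme; inhibitors block probe labeling so polarization falls and inhibition rises; many of its hits are not listed in these tables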
Efflux pump mplx: blocks antifungal efflux pumps in multiplex yeast assay | inhibition, % at 10 µM | 330,000 tested, 0.44% active | S. cerevisiae Candida pump triplex, Nile Red efflux | AID 485275;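 active = plate passing quality check with inhibition over a set limit, or well fluorescence over plate mean plus 4 SD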;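 also: Nile Red retained in pooled yeast measured as flow cytometry median fluorescence; 0% = buffer negative control and 100% = Enniatin B positive control; higher means more Nile Red kept so more efflux inhibition; some compounds called inactive have numbers as strong as hits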
GLD-1 TGE inh: GLD-1-TGE RNA interaction inhibition (C. elegans). Q17339. purified GLD-1 + fluorescein TGE RNA, fluorescence polarization. 320,000 tested, 0.44% active. inhibition, % at 5.96 µM;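 active = percent inhibition above a per-plate cutoff, the plate mean of test compounds plus 3 SD, cut at about 30% in these data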;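 also: 0% = DMSO wells with GLD-1 and probe and 100% = wells lacking GLD-1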
Target sequence (Q17339 whole entry, looked up): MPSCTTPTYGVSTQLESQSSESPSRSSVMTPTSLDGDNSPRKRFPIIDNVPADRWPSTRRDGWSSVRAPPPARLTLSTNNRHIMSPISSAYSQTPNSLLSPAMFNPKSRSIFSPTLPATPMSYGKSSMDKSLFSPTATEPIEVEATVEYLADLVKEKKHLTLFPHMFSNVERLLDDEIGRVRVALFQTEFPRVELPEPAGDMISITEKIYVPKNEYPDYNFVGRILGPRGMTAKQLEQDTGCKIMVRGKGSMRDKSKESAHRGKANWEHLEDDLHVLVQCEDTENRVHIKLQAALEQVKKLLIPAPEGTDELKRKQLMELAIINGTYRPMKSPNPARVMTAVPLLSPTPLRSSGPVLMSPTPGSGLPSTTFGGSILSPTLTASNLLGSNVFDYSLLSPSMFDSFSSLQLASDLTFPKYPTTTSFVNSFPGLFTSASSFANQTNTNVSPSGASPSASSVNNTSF
Fam108B counter: Fam108B inhibition, counter-screen for RBBP9 inhibitors. inhibition, % at 9.51 µM. 300,000 tested, 0.33% active. AID 1947. recombinant Fam108B, FP-Rh probe fluorescence polarization;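 active = inhibition above the screen mean inhibition plus 3 SD, computed separately per campaign, cut at about 18% in these data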;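 also: inhibitors lower polarization as less probe binds the enzyme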
VLA-4 inh: inhibition in a human VLA-4 binding assay. P13612. VLA-4 expressing cells, ligand binding flow cytometry. inhibition, % (about 7 µM as worked out from the volumes in the protocol). 330,000 tested, 0.2% active. AID 2557; in the data active = inhibition above about 50%
BCLXL inh: inhibitors of human Bcl-xL | GST-Bcl-xL / FITC-Bim BH3 peptide fluorescence polarization | inhibition, % at 10.9 µM | 320,000 tested, 0.7% active | AID 2129;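 active = inhibition above the mean of all tested compounds plus 3 SD, cutoff set per campaign, cut at about 30% in these data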;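 also: 0% = DMSO wells and 100% = unlabeled Bim-BH3 peptide competitor; inhibitors lower millipolarization by displacing the labeled peptide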
Starred values were filed as active, the others as inactive; i = inactive; . = no result given.

SMILES,GRK2 inh,MCL1 BIM primary,MEX-5 binding,PME-1 primary,Efflux pump mplx,GLD-1 TGE inh,Fam108B counter,VLA-4 inh,BCLXL inh
O=C(Cc1cc2ccccc2o1)NCc1ccc(F)cc1,0,-3,2.2,3,0.0,-6,-4,-2,0
O=S(=O)(c1ccc(Cl)cc1)N1CCSC1c1ccco1 (stereo unspecified),2,-5,-1.4,2,0.0,-5,0,22,-2
COc1cc(OCC(=O)NC(C)C)cc2c1C(=O)O[C@@H](C)CCCC(=O)CCCCC2,2,-1,-0.5,-3,0.0,1,-3,0,4
CCCCn1c(N)c(N(C)C(=O)c2cccc(-n3cnnn3)c2)c(=O)[nH]c1=O,5,.,.,.,-0.2,5,.,-2,.
CC(C)(C)c1ccc(S(=O)(=O)NCC(=O)Nc2sc3c(c2C(N)=O)CCCC3)cc1,3,7,-0.8,6,0.2,-15,3,11,-1
O=C(COC(=O)CN1C(=O)c2ccccc2C1=O)Nc1ncc(Cl)cc1Cl,1,19,-2.6,6,0.0,-5,2,-4,17
COc1ccccc1N1CCN(C2CCCN(C(=O)CCc3cnccn3)C2)CC1 (stereo unspecified),1,-2,3.0,1,0.7,2,2,-3,6
COc1ccc(Nc2ncnc3scc(-c4ccc(OC)cc4)c23)cc1,1,-4,1.1,6,0.0,-7,4,1,2
O=C(Nc1ccccc1)c1ccc(Cn2cc(C(F)(F)F)ccc2=O)cc1,1,10,0.1,-5,0.0,6,-2,5,6
Cc1ccc(NC2=NCC(=O)N2Cc2ccccc2)c(C)c1,0,-4,2.4,6,0.0,4,0,6,4
COc1cc(C2N(Cc3ccccc3)CCN2Cc2ccccc2)ccc1OC(C)=O,0,-6,-1.2,5,0.2,-2,-3,20,-2
C=CCN1C(=O)c2ccc(C(=O)OCC(=O)N(CC)C3CCS(=O)(=O)C3)cc2C1=O (stereo unspecified),1,5,.,-2,0.1,3,.,0,2
COc1ccccc1NC(=O)C1CCN(S(=O)(=O)c2cccs2)CC1,0,17,.,16,172*,8,.,i,13
COc1ccc(C=Nc2cccc3ncccc23)cc1,1,4,-4.9,-4,0.1,0,-2,0,6
CC(C)OC(=O)C(=O)NNc1ccccc1,4,10,1.8,-1,-0.1,3,-2,3,2
CC(C)(C)NC(=O)C(c1ccco1)N(C(=O)c1csnn1)c1ccccc1 (stereo unspecified),1,-2,-3.4,0,-0.1,0,-1,32,2
COc1cc(C2Nc3ccc4ncccc4c3C3=C2C(=O)CC(C)(C)C3)cc(OC)c1O (stereo unspecified),1,13,-0.2,2,0.0,5,0,-6,11
CSc1nc(N)c2c(n1)OC(N)=C(C#N)C2c1cccnc1 (stereo unspecified),4,12,-1.6,-1,-0.1,3,1,-3,9
COCC(C)NS(=O)(=O)c1ccccc1 (stereo unspecified),0,4,1.1,-2,0.0,3,0,-4,3
Cc1cc([N+](=O)[O-])ccc1NCc1ccc2c(c1)OCCO2,0,0,0.1,2,0.0,-3,-4,7,2
CCC1CCCCN1CCCNC(=O)C1CCC(CNS(=O)(=O)c2c(C)cc(C)cc2C)CC1 (stereo unspecified),0,-2,1.2,5,0.8,8,-1,13,0
CCOc1ccc(OCc2nnc(SCC(=O)NC3CCS(=O)(=O)C3)n2-c2ccc(Cl)cc2)cc1 (stereo unspecified),3,-3,-1.7,-1,0.4,0,0,4,3
Cc1ccc(Cl)c2c1=NC(=O)C=2c1[nH]c(=S)[nH]c1O,.,6,-45*,-2,0.0,-13,8,5,9
Fc1ccccc1-c1cc2ccccc2cn1,0,-6,.,-4,0.6,-7,.,-9,-6
O=C(CCSCc1ccccc1F)NCCc1ccccc1,1,0,0.3,3,0.0,8,1,11,-2
CCOc1ccc(C(=O)NC2CCN(S(=O)(=O)CC)CC2)cc1,0,10,2.2,-1,-0.1,3,-1,3,8
Cc1ccc(NC(=O)CSCC(=O)Nc2ccc(S(=O)(=O)N3CCOCC3)cc2)cc1,0,-9,2.2,1,-0.1,6,-3,7,3
N#Cc1c(N)n(CCOC(=O)c2cccc([N+](=O)[O-])c2)c2nc3ccccc3nc12,0,2,0.3,31*,0.0,0,0,14,4
O=[N+]([O-])c1ccc(-c2c(-c3ccccc3)ncc3cc(F)ccc23)cc1,2,2,.,2,-0.3,-2,.,0,2
Cc1ccc(OCCNS(=O)(=O)c2cccs2)cc1,0,-10,0.5,1,-0.2,-8,1,10,-2
CN(C)CCn1c(=S)[nH]c2ccc(Cl)cc2c1=O,0,6,-2.2,9,0.0,1,-1,2,7
COc1ccc(CC(=O)Nc2ccc(-c3nnc(-c4ccc(C)cc4)o3)cc2)cc1,0,4,-0.3,-1,0.3,3,-2,7,2
COC(=O)N/N=C/c1cc(Cl)cc(Cl)c1OCc1ccccc1,2,8,0.5,-4,-0.3,0,-4,25,3
COc1ccc(C(=O)Nc2cccc(C)c2)cc1S(=O)(=O)N1CCOCC1,0,0,-1.5,3,0.0,-3,-1,5,-1
COc1ccc(C=NNC(=O)c2cc(C)oc2C)cc1O,0,.,.,.,-0.1,-4,.,4,.
c1ccc(Cn2nnnc2CN2CCCC2)cc1,0,0,-1.3,-2,-0.1,11,2,3,6
Cc1cc(C)c(S(=O)(=O)N2CCCC(C(=O)NCc3ccccn3)C2)c(C)c1 (stereo unspecified),5,13,0.7,-2,0.1,2,2,6,5
Cn1c(CCC(N)=O)nnc1SCC(=O)Nc1ccccc1C(=O)NC1CC1,75*,-1,.,0,-0.1,1,.,-6,-4
COCCCn1c(=O)c2sccc2n2c(CCCC(=O)N3CCN(c4ccccn4)CC3)nnc12,1,6,-0.6,-9,-0.3,-6,2,6,2
Cc1ccc(-c2nnc(Nc3ccc(C(=O)N(C)C)cc3)c3ccccc23)cc1S(N)(=O)=O,0,10,1.1,2,0.0,7,2,8,4
CCN(CC(=O)NCc1cccs1)C(=O)C1CC(=O)N(c2ccc(OC)cc2OC)C1 (stereo unspecified),0,3,1.8,-1,0.0,-1,-5,6,1
Cc1cc(C)c(NC(=O)CSc2nc3[nH]ncc3c(=O)[nH]2)c(C)c1,0,0,0.3,2,0.2,-2,8,7,0
CCOc1ccccc1N1CCN(C(=O)c2ccc(OCC(=O)N3CCOCC3)c(OC)c2)CC1,0,3,1.3,0,-4.8,2,0,9,4
O=[N+]([O-])c1cc(C(F)(F)F)ccc1NCCNC(=S)Nc1ccc(Cl)cc1,3,6,-0.7,-57,-0.2,11,-17,-18,6
COc1nc(N(C)S(=O)(=O)c2ccc(C)cc2)nc(C)c1Cl,0,3,.,-1,0.0,2,-7,16,2
O=C(Cn1c(=O)cnc2ccccc21)NC1CCC(O)CC1 (stereo unspecified),0,6,1.9,2,-0.1,-5,4,-16,3
Cc1cccc(N=Cc2cc(Br)cc(Cl)c2O)c1,26,8,0.3,-2,0.3,-1,-2,5,11
CCCCP(=O)(CCCC)Cc1ccccc1,1,0,0.8,-3,0.1,0,1,-2,0
Cc1ccccc1NC(=O)C1CCCN(S(=O)(=O)c2cccc3cccnc23)C1 (stereo unspecified),0,4,-2.8,7,-0.2,2,-2,15,6
CCCCc1nc2cc(C(=O)NCCc3c(C)n[nH]c3C)ccc2o1,0,-3,0.8,5,0.1,0,-1,5,6
COc1ccccc1N1CCN(C(=S)Nc2ccccc2)CC1,2,2,1.7,-3,0.1,5,-2,3,0
CCN(C[C@H]1N[C@@](CC)(C(=O)OC)[C@H]2C(=O)N(Cc3ccccc3)C(=O)[C@@H]12)C(=O)COC,1,.,.,.,-0.5,1,.,29,.
O=C(NC1=NCCS1)C1CCN(S(=O)(=O)c2ccc(Cl)cc2)CC1,2,-5,.,5,-0.3,6,.,-3,-1
CCc1noc(C)c1C(=O)OC(C)C(=O)Nc1ccc2c(c1)OCO2 (stereo unspecified),1,2,.,1,0.0,-5,.,-1,7
CCN1CCc2c(sc(NC(=O)c3ccc(C(=O)c4ccccc4)cc3)c2C(N)=O)C1,3,-14,-10,1,-0.3,11,1,-7,-1
Cc1nn(-c2ccccc2)c(C)c1NS(=O)(=O)c1ccccc1,2,7,0.0,0,0.0,0,-1,3,4
Cc1cccc(NC(=O)COC(=O)c2ccc3c(c2)OCO3)c1C,0,1,1.4,1,-0.1,4,-2,4,6
COc1ccccc1-n1c(-c2cccnc2)n[nH]c1=S,0,-9,-0.7,6,0.0,11,-5,8,-4
Cc1cccc(S(=O)(=O)N/N=c2\sc3ccccc3n2C)c1,0,0,2.1,-10,-0.1,3,-6,-6,3
COc1ccccc1Cn1cccc1C=O,4,-2,-7.2,-1,-0.1,6,-2,0,4

(listing goes on)
SMILES,GRK2 inh,MCL1 BIM primary,MEX-5 binding,PME-1 primary,Efflux pump mplx,GLD-1 TGE inh,Fam108B counter,VLA-4 inh,BCLXL inh
C=CCNC(=O)NC(=O)COC(=O)C(C)Oc1ccc(Cl)cc1Cl (stereo unspecified),0,8,-1.9,1,-0.1,-14,6,-15,0
COc1ccc(NS(=O)(=O)c2ccc(NC(=S)NCC3CCCO3)cc2)cc1 (stereo unspecified),0,8,0.2,8,-1.3,2,-1,-18,4
COCCCn1c(SCC(=O)Nc2ccc(C(=O)OC)cc2)nc2ccccc2c1=O,2,-3,0.3,-5,-0.1,6,4,4,2
COC(=O)c1c(NC(=O)C2CCC2)sc(C(=O)N(C)C)c1C,2,0,-0.8,2,0.1,-3,1,-2,3

The list is partial; count on the stated rates, not on these rows.
